Screening data as filed in PubChem.
Yeast superoxide – lowers age-related superoxide in aged yeast cells; superoxide response (% of plate mean), % at 10 µM; 330,000 compounds, 0.18% hits; S. cerevisiae aged cells, superoxide DHE fluorescence; active compounds read low;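 active = superoxide response under a set limit, about three screen SD below normal, cut at about 65% in these data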;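 also: yeast aged for seven days with compound at 30 °C before DHE staining; 100% = average MFI of all compound-treated wells on the plate with controls excluded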
CTSL1 counter – blocks F. hepatica cathepsin L1 in PFM18AAP counter-screen. recombinant F. hepatica cathepsin L1, Z-Leu-Arg-MCA fluorescence. inhibition, % at 5.96 µM. 300,000 compounds, 0.49% hits. AID 1906;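 active = inhibition above the mean of all tested compounds plus 3 SD, set per screening campaign, cut at about 17% in these data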;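 also: 0% = plate median of test compound wells and 100% = 1 µM Z-Phe-Ala-diazomethylketone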
core dimer inh – HCV core protein dimerization inhibition; TR-FRET GST/Flag-core106 dimerization, 1536-well; inhibition, % at 5 µM; 300,000 compounds, 0.33% hits;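 active = inhibition above the mean of all tested compounds plus 3 SD, set per screening campaign, cut at about 45% in these data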
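Test system: GST/Flag-tagged HCV core106 proteins; Medium: KF-containing HEPES buffer, pH 7.45, DTT, CHAPS, BSA; Times: compound-protein-antibody incubation 4 h at 22.5 °C; Detection: TR-FRET 671 and 617 nm emission; Benchmarks: wells lacking GST-core106 and wells with excess unlabelled core106.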
ZTA DNA inh – blocks Epstein-Barr virus ZTA, an EBNA-1 counter-screen | P03206 | ZTA-DNA binding, fluorescence polarization | inhibition, % at 11 µM | 320,000 compounds, 0.15% hits; in the data active = inhibition above about 33%
Target sequence (P03206 whole entry, looked up): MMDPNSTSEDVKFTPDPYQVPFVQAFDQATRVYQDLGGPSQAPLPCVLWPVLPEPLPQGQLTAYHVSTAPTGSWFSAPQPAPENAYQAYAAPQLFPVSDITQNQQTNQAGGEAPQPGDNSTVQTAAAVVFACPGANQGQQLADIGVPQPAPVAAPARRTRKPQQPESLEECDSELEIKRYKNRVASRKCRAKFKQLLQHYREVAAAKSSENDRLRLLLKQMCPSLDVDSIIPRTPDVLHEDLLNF
EBNA-1 inh – blocks EBNA-1 binding to DNA | EBNA-1 DNA binding, fluorescence polarization | inhibition, % at 14.8 µM | 300,000 compounds, 0.34% hits; in the data active = inhibition above about 28%
PP5 primary – PP5 (human) phosphatase inhibition | P53041 | purified PP5c, OMFP substrate fluorescence | inhibition, % at 6.7 µM | 320,000 compounds, 0.18% hits;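 active = inhibition above the campaign's mean inhibition across all tested compounds plus 3 SD, cut at about 9.5% in these data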;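 also: 0% = DMSO only and 100% = 100 µM cantharidin control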
Target sequence (P53041 whole entry, looked up): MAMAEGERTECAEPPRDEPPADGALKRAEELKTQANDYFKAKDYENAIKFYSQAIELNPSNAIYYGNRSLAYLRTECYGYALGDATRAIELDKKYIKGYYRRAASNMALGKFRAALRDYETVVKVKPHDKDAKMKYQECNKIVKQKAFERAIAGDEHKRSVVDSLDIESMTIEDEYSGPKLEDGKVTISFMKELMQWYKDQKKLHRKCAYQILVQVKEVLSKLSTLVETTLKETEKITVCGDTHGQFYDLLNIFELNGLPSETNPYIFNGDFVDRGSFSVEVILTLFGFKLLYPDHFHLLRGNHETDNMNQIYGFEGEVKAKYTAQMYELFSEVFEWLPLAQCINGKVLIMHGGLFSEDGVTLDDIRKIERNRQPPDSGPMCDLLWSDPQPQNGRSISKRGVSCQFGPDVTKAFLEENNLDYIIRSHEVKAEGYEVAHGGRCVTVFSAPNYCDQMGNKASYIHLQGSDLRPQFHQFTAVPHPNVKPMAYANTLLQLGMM
PP1 counter – counter-screen for PP5 inhibitors: inhibitors of human PP1-alpha; 320,000 compounds, 0.9% hits; P62136; purified PP1alpha, OMFP fluorescence; inhibition, % at 6.7 µM;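 active = inhibition above the mean inhibition of all tested compounds plus 3 SD, computed separately for each screening campaign, cut at about 15% in these data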
Target sequence (P62136 whole entry, looked up): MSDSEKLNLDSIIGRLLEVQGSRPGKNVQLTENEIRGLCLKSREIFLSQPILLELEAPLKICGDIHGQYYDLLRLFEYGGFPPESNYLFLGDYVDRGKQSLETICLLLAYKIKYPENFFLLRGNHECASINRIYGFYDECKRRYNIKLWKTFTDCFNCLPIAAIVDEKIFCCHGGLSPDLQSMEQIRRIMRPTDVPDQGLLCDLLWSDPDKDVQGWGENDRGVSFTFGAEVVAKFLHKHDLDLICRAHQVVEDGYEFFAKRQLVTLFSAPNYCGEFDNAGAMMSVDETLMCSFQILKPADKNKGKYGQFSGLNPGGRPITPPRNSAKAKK
GASC-1 inh – blocks human GASC-1 demethylase activity | Q9H3R0 | GST-JMJD2C(1-420) H3K9me3 demethylation, DELFIA europium | inhibition, % at 2.35 µM | 330,000 compounds, 0.069% hits;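 active = more than half of a compound's replicate wells show inhibition beyond 50%, single wells judged on their own value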;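 also: signal counts dimethyl H3K9 product captured on neutravidin plate; 0% = median of DMSO wells and 100% = 0.3 times that DMSO median; strong numbers were not always called active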
TPT1 inhibitor – inhibitors of Candida albicans tRNA 2'-phosphotransferase TPT1. recombinant caTPT1, FP RNA substrate dephosphorylation. inhibition, % at 5 µM. 300,000 compounds, 0.81% hits;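 active = inhibition above the mean of all tested compounds plus 3 SD, set per screening campaign, cut at about 24% in these data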;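 also: plate controls were DMSO alone for no effect and ferristatin control at 100 nM for full effect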
* marks the source's active call; other numbers are inactive results; & = joins results of further samples. Compounds as they come. About 3.1% of those tested had a hit in this group.

Short keys: A = Yeast superoxide; B = CTSL1 counter; C = core dimer inh; D = ZTA DNA inh; E = EBNA-1 inh; F = PP5 primary; G = PP1 counter; H = GASC-1 inh; I = TPT1 inhibitor
Cc1ccccc1N(CC(=O)NC1CCCCC1)C(=O)c1csnn1
  A = 111	B = 3	C = 2	D = 3	E = -8	F = 0.1	G = -1	H = 3	I = 2
O=C(NCc1ccco1)c1cnn2c(C(F)(F)F)cc(-c3cccs3)nc12
  A = 106	B = 0	C = 13	D = 6	E = 3	F = -0.8	G = 2	H = 4	I = 2
COc1ccc2nc(NC(=O)C3CCN(C(=O)c4ccco4)CC3)sc2c1
  A = 105	B = -1	C = -17	D = -9	E = -6	F = 3.2	G = 8	H = 6	I = -3
Cc1ccc(OCC(=O)N/N=C/c2ccncc2)cc1
  A = 90	B = 4	C = 0	D = 14	E = 7	F = 1.4	G = 4	H = 14	I = -2
Nc1nonc1N/N=C\c1ccccc1
  A = 86	B = -1	C = -4	D = -13	E = -6	F = 0.6	G = -3	H = -6	I = -2
Cc1cc2c(NC(=O)Nc3ccccc3)cccc2nn1
  A = 124	B = 2	C = 1	D = 16	E = 12	F = -2.0	G = -3	H = -21	I = 0
Cc1ccc(Sc2ncccc2N)cc1
  A = 108	B = -3	C = 2	D = -15	E = -14	F = 2.7	G = -8	H = 8	I = -2
Cc1ccc(NC(=O)CCc2ccc(C)o2)c(C)c1
  A = 117	B = -2	C = 2	D = -10	E = -5	F = 1.3	G = -1	H = 3	I = -4
COc1cc(CN2CCN(Cc3ccc([N+](=O)[O-])cc3)CC2)c([N+](=O)[O-])cc1OC
  A = 112	B = -5	C = 6	D = -18	E = 0	F = 3.0	G = 1	H = 17	I = -4
COCCNC(=O)c1onc(CSc2ccccc2)c1C(=O)NCCOC
  A = 101	B = -5	C = -17	D = -16	E = 3	F = 3.4	G = 4	H = 3	I = 0
CCCCNS(=O)(=O)c1ccc2nc(SCC(=O)Nc3ccccc3)[nH]c2c1
  A = 92	B = 0	C = -10	D = -10	E = 5	F = 3.4	G = 1	H = 5	I = -3
CC(=O)OC[C@H]1O[C@@H](O/N=C(\C)CCN2CCCCc3nc(C)c(C)cc32)[C@H](OC(C)=O)[C@@H](OC(C)=O)[C@@H]1OC(C)=O
  A = 103	B = -3	C = 5	D = -7	E = -12	F = 0.8	G = -1	H = -1	I = -2
COc1ccc(OC)c(S(=O)(=O)Nc2cccc3ccccc23)c1
  A = 97	B = 0	C = 1	D = -16	E = 4	F = 2.0	G = -1	H = 3	I = 0
O=C(O)c1cc2c(ccc3ccccc32)[nH]1
  A = 150	B = -3	C = -2	D = 4	E = 3	F = -1.8	G = -4	H = 2	I = -3
CSCCCNC(=S)N1CCN(S(=O)(=O)c2cccc(C(F)(F)F)c2)CC1
  A = 105	B = -6	C = -5	D = -12	E = 1	F = 5.6	G = -2	H = -1	I = 3
O=C(COC(=O)/C=C/c1ccc(C(F)(F)F)cc1)NC1CCCC1
  A = 106	B = -2	C = 3	D = 6	E = 1	F = 1.6	G = -3	H = -3	I = -3
O=C1c2ccccc2C(=O)N1CCC(=O)N1CCCc2ccccc21
  A = 90	B = 4	C = 1	D = 5	E = 8	F = 0.4	G = -4	H = 36	I = 2
Cn1nnc(NC(=O)CSc2ccc(Cl)cc2)n1
  A = 98	B = -2	C = 3	D = 11	E = 13	F = -1.6	G = -1	H = 36	I = 0
COc1ccc(C2CCCN2C(=S)Nc2ccc(C)c(C)c2)cc1OC (stereo not drawn)
  A = 106	B = -4	C = 4	D = 3	E = 8	F = 3.0	G = 0	H = 11	I = 0
CC(C)CC(=O)NC1(C(F)(F)F)C(=O)Nc2c1c(=O)[nH]c(=O)n2Cc1ccco1 (stereo not drawn)
  A = 130	B = 2	C = 2	D = -3	E = -9	F = 1.6	G = 0	H = -10	I = 3
CC(C)(C)NC(=O)CN(Cc1cccs1)C(=O)CCC(=O)Nc1nccs1
  A = 81	B = -1	C = -5	D = 2	E = -4	F = 2.5	G = -2	H = -2	I = 3
CC(=O)Nc1cccc(/C(C)=N/NC(=O)c2c(-c3ccccc3Cl)noc2C)c1
  A = 90	B = -2	C = 2	D = 5	E = 8	F = 0.1	G = -4	H = 0	I = -3
O=C(N/N=C/c1ccc[nH]1)c1ccc(O)cc1
  A = 88	B = 3	C = 0	D = -12	E = -4	F = 1.1	G = -2	H = -18	I = 6
Cc1ccccc1OCCCC(=O)Nc1ccccc1C(F)(F)F
  A = 110	B = 2	C = 3	D = -2	E = 1	F = 1.5	G = -2	H = -4	I = 2
O=C(Nc1ccc(C(F)(F)F)cc1Cl)c1ccc(Cn2cc(Br)cn2)o1
  A = 122	B = 0	C = 0	D = -12	E = -6	F = 4.9	G = 7	H = 0	I = 1
CCOC(=O)N1CCN(c2c(NCCc3ccc(OC)c(OC)c3)c(=O)c2=O)CC1
  A = 94	B = 0	C = 0	D = -7	E = 13	F = -2.0	G = 0	H = 3	I = -2
CCOC(=O)/C=C1\CN(Cc2cc(OC)c(OC)c(OC)c2)S(=O)(=O)c2ccccc21
  A = 96	B = -4	C = -6	D = 13	E = 7	F = 2.4	G = 0	H = -1	I = -1
CC(C)CN1C(=O)/C(=C/c2cccs2)NC1=S
  A = 97	B = 2	C = -4	D = 16	E = 14	F = -0.4	G = 2	H = 24	I = 1
Cc1noc(C)c1COC(=O)CN(C)S(=O)(=O)c1ccc(Cl)cc1
  A = 108	B = -7	C = -8	D = 16	E = 13	F = -1.6	G = 1	H = -8	I = 0
CC1CCN(CCNC(=S)Nc2ccc(Cl)cc2)CC1
  A = 105	B = -4	C = -3	D = 1	E = 2	F = 0.6	G = -5	H = -11	I = -4

Two entries drawn at random from those above:
Short keys: A = Yeast superoxide; B = CTSL1 counter; C = core dimer inh; D = ZTA DNA inh; E = EBNA-1 inh; F = PP5 primary; G = PP1 counter; H = GASC-1 inh; I = TPT1 inhibitor
CC(C)(C)NC(=O)CN(Cc1cccs1)C(=O)CCC(=O)Nc1nccs1
  A = 81	B = -1	C = -5	D = 2	E = -4	F = 2.5	G = -2	H = -2	I = 3
CCOC(=O)N1CCN(c2c(NCCc3ccc(OC)c(OC)c3)c(=O)c2=O)CC1
  A = 94	B = 0	C = 0	D = -7	E = 13	F = -2.0	G = 0	H = 3	I = -2

(cont.)
Short keys: A = Yeast superoxide; B = CTSL1 counter; C = core dimer inh; D = ZTA DNA inh; E = EBNA-1 inh; F = PP5 primary; G = PP1 counter; H = GASC-1 inh; I = TPT1 inhibitor
CCOC(=O)c1c(C)[nH]c(C)c1-c1ccccc1OC
  A = 103	B = -4	C = 6	D = 9	E = 7	F = 1.8	G = -3	H = -3	I = -1
COc1cc(/C(C)=N/NC(=O)c2nnn(-c3nonc3N)c2-c2cccs2)ccc1O
  A = 87	B = 3	C = -57	D = -14	E = 1	F = 2.8	G = -2	H = -10	I = -4
COc1ccc(N2CCN(Cc3nc(-c4ccccc4)no3)CC2)cc1
  A = 110	B = -7	C = -3	D = -6	E = -1	F = 0.0	G = 1	H = 6	I = -1
Cc1cc(-c2nc3ccccc3o2)c2ccccc2n1
  A = 113	B = 2	C = 4	D = 4	E = -7	F = 3.6	G = -9	H = 4	I = -2
CCOc1ccccc1C1C(C(N)=O)=C(C)Nc2nc(CCCO)nn21 (stereo not drawn)
  A = 109	B = 0	C = 2	D = 15	E = 2	F = -0.1	G = -1	H = 14	I = 0
Cc1ccc(C(=O)CSc2nnc(-c3ccco3)n2Cc2ccccc2)cc1
  A = 86	B = 3	C = 13	D = -4	E = 3	F = 3.5	G = 5	H = -14&0	I = -4
CCN(CC)C(=O)c1sc2nc(-c3ccccn3)[nH]c(=O)c2c1C
  A = 105	B = 3	C = -1	D = 1	E = -2	F = 0.3	G = -3	H = -10	I = -3
CC(C)CN1CCC(=O)N(CCC#N)CC1
  A = 91	B = -4	C = -15	D = -13	E = 9	F = 0.9	G = -3	H = -10	I = -1
COc1ccc(-c2csc(-n3cccn3)n2)cc1
  A = 92	B = -5	C = -1	D = 0	E = 0	F = 2.7	G = -1	H = 9	I = -1
OCCC1CN(Cc2c(F)cccc2Cl)CCN1C1CCCCC1 (stereo not drawn)
  A = 106	B = -3	C = -1	D = 9	E = 5	F = -3.7	G = 1	H = 3	I = 2
COc1cc(NC(=O)CCc2nnc3ccc(N4CCOCC4)nn23)cc(OC)c1OC
  A = 97	B = -1	C = 0	D = -8	E = -9	F = -1.2	G = -3	H = 2	I = 0
O=C(Nc1cccnc1)c1ccccc1O
  A = 91	B = -2	C = 1	D = -12	E = -11	F = -1.9	G = -5	H = 10	I = 1
CC(=O)NS(=O)(=O)c1ccc(NC(=O)c2ccc(Cl)cc2[N+](=O)[O-])cc1
  A = 105	B = 0	C = 3	D = -11	E = 8	F = 1.6	G = -1	H = 1	I = -1
CCOC(=O)N1CCN(C(=O)C2CC(=O)N(c3ccc(C)cc3)C2)CC1 (stereo not drawn)
  A = 103	B = 1	C = 1	D = 1	E = -2	F = 1.4	G = -2	H = 8	I = -1
CC(C)c1ccc(S(=O)(=O)N2CCN(C(=O)c3cc([N+](=O)[O-])ccc3N3CCOCC3)CC2)cc1
  A = 97	B = -1	C = 4	D = 13	E = 5	F = 0.6	G = 0	H = -36	I = 0
O=c1oc2cc(OCc3ccc(F)cc3F)ccc2cc1-c1ccccn1
  A = 91	B = 3	C = 6	D = 1	E = 15	F = -0.5	G = -2	H = 21	I = -4
COc1ccc(-n2nnnc2SCC(=O)NCc2ccco2)cc1OC
  A = 109	B = 5	C = 5	D = 12	E = 2	F = 0.3	G = 1	H = -1	I = 0
CCOC(=O)c1c(-c2ccccc2)csc1NC(=O)CSc1nnnn1C
  A = 111	B = -1	C = 5	D = -2	E = 8	F = 4.5	G = 1	H = -19	I = 4
CCOC(=O)c1cnc2nc(COc3ccccc3)[nH]n2c1=O
  A = 107	B = -3	C = 3	D = -4	E = 1	F = -0.4	G = -3	H = 8	I = -1

In the list so far, these contain an NH in an aromatic ring:
Short keys: A = Yeast superoxide; B = CTSL1 counter; C = core dimer inh; D = ZTA DNA inh; E = EBNA-1 inh; F = PP5 primary; G = PP1 counter; H = GASC-1 inh; I = TPT1 inhibitor
CCCCNS(=O)(=O)c1ccc2nc(SCC(=O)Nc3ccccc3)[nH]c2c1
  A = 92	B = 0	C = -10	D = -10	E = 5	F = 3.4	G = 1	H = 5	I = -3
O=C(O)c1cc2c(ccc3ccccc32)[nH]1
  A = 150	B = -3	C = -2	D = 4	E = 3	F = -1.8	G = -4	H = 2	I = -3
CC(C)CC(=O)NC1(C(F)(F)F)C(=O)Nc2c1c(=O)[nH]c(=O)n2Cc1ccco1 (stereo not drawn)
  A = 130	B = 2	C = 2	D = -3	E = -9	F = 1.6	G = 0	H = -10	I = 3
O=C(N/N=C/c1ccc[nH]1)c1ccc(O)cc1
  A = 88	B = 3	C = 0	D = -12	E = -4	F = 1.1	G = -2	H = -18	I = 6
CCOC(=O)c1c(C)[nH]c(C)c1-c1ccccc1OC
  A = 103	B = -4	C = 6	D = 9	E = 7	F = 1.8	G = -3	H = -3	I = -1
CCN(CC)C(=O)c1sc2nc(-c3ccccn3)[nH]c(=O)c2c1C
  A = 105	B = 3	C = -1	D = 1	E = -2	F = 0.3	G = -3	H = -10	I = -3
CCOC(=O)c1cnc2nc(COc3ccccc3)[nH]n2c1=O
  A = 107	B = -3	C = 3	D = -4	E = 1	F = -0.4	G = -3	H = 8	I = -1
